Screening data as filed in PubChem.
Wnt act: activators of Wnt/beta-catenin signaling. Wnt/beta-catenin reporter cell assay, activator, plate reader. 300,000 compounds, 1.2% hits. activation, % at 9.35 µM; in the data active means activation above about 30%, passing the limit was not always enough; inconclusive means no clear call, values can overlap the other calls;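 further: 0% = neutral control wells and 100% = positive control wells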
MITF TRPM1 HTS: activators of MITF-driven TRPM1 promoter activity in SK-MEL-5 cells. SK-MEL-5 TRPM1-promoter luciferase, 24 h; % of positive control, neutral wells = 0. 300,000 compounds, 0.75% hits. activation, % at 12.5 µM;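 active means mean activation of at least 80% with every replicate also reaching 80%; inconclusive means mean reaches 80% but some replicate falls short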;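 further: 0% = neutral control wells and 100% = parthenolide positive control wells; values of inactives mirror those of a sister screen read the other way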
SR-BI DiI inh: blocks mouse SR-BI lipid uptake from DiI-HDL. Q61009. ldlA[mSR-BI] CHO cells, DiI-HDL uptake fluorescence, 3 h. inhibition, % at 12.5 µM. 320,000 compounds, 0.96% hits. AID 488896;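 active means mean replicate inhibition of at least 70% and a set share of replicates each scoring 70 or more; inconclusive means meets just one of the two criteria; inactive means fails both criteria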;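 further: 0% = median of neutral control wells and 100% = median of positive control wells; values of inactives mirror those of a sister screen read the other way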
Target sequence (Q61009 whole entry, looked up): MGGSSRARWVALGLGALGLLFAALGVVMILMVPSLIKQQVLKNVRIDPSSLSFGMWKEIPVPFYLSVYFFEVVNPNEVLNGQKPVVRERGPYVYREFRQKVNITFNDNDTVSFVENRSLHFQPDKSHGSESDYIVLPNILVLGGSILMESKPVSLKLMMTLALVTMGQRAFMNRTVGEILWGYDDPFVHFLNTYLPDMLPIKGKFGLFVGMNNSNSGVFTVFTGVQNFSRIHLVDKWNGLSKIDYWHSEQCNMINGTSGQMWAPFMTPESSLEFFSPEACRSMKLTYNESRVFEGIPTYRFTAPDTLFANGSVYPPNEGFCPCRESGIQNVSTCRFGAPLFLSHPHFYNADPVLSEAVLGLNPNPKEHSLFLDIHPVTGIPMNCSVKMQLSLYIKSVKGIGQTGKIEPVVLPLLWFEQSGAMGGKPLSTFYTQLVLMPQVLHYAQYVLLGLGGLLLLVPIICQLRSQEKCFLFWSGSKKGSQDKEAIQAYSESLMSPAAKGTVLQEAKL
HTR5A ag ctr: HTR5A agonism, opioid heterodimer counter-screen | P47898 | HTR5A agonist assay, luminescence, cell-based | activation, % at 9.3 µM | 340,000 compounds, 0.61% hits | AID 504692; in the data active means activation mostly above about 9.5%, no sharp cut-off; inactive means mostly below about 7.6%;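 further: 0% = cells with vehicle only and 100% = reference agonist; strong numbers were not always called active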
RTF Ca sens act: increases calcium sensitivity of human cardiac regulated thin filaments; IANBD-labeled TnC RTF fluorescence at EC20 calcium; 0% EC20 calcium, 100% full calcium; activation, % at 7.2 µM; 340,000 compounds, 0.24% hits; AID 493008; P19429+P45379;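 active means activation above the mean over all tested compounds plus 3 SD, cut at about 30% in these data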;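 further: rise in fluorescence read as greater calcium sensitivity of cardiac thin filaments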
SR-BI uptake up: enhances SR-BI lipid uptake from DiI-HDL. 320,000 compounds, 0.096% hits. CHO ldlA[mSR-BI] cells, DiI-HDL uptake fluorescence, 3 h; 100 = double the neutral-control signal. activation, % at 12.5 µM;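 active means mean replicate activation of at least 60% and every replicate at or above 60%; inconclusive means mean or all-replicate condition met, but not both; inactive means mean below 60% and not all replicates reaching 60%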;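 further: 0% = median plate neutral-control signal and 100% = twice that signal; values of inactives mirror those of a sister screen read the other way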
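Material – SR-BI-overexpressing, LDLR-lacking CHO cells · Medium – BSA-supplemented, HEPES-buffered Ham's F12, pH 7.4 · Doses – single concentration · Times – compound with DiI-HDL co-incubation, 3 h at 37 °C · Measured by – bottom-read fluorescence, 550/595 nm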
PvdQ inh: P. aeruginosa PvdQ acylase inhibition | inhibition, % at 10 µM | 340,000 compounds, 0.063% hits | AID 488965 | purified PvdQ acylase, fluorescence plate reader; in the data active means inhibition above about 30%, passing the limit was not always enough; inconclusive means no clear call, values can overlap the other calls;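 further: 0% = vehicle neutral wells and 100% = reference inhibitor wells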
Rtt109 HAT inh: blocks Candida albicans Rtt109/Vps75 acetyltransferase activity; Q5AAJ8; purified Rtt109/Vps75, ThioGlo CoA-SH fluorescence, 4 h; inhibition, % at 34.9 µM; 330,000 compounds, 0.16% hits; AID 540336;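 active means inhibition of at least 50% in every replicate; inconclusive means best replicate reaches 50% inhibition but some replicates fall short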
dFosB activator: activators of mouse delta FosB homodimer. P13346. purified delta FosB, TAMRA-CDK5 oligo fluorescence polarization; percent of positive-control signal above neutral wells. activation, % at 25 µM. 340,000 compounds, 0.99% hits. AID 493131;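 active means mean activation above about 17%, with every replicate also reaching it, limit read from the data, passing the limit was not always enough; inconclusive means only one of the two conditions met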;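 further: fluorescence polarization rise as delta FosB binds a TAMRA Cdk5 AP-1 oligo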
CDK5 p35 inh: CDK5/p35 (human) kinase inhibition; Recombinant CDK5/p35, ADP-Glo luminescence, 60 min; inhibition, % at 10 µM; 330,000 compounds, 0.01% hits; AID 488839;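 active means highest replicate inhibition of at least 50% and at least 75% of replicates reaching 50%; inconclusive means only one of the two criteria met; inactive means both criteria failed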;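 further: plate controls were DMSO neutral control for no effect and GW8510 at 10 µM for full effect; many of its hits are not listed in these tables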
Target sequence (Q00535 whole entry, looked up): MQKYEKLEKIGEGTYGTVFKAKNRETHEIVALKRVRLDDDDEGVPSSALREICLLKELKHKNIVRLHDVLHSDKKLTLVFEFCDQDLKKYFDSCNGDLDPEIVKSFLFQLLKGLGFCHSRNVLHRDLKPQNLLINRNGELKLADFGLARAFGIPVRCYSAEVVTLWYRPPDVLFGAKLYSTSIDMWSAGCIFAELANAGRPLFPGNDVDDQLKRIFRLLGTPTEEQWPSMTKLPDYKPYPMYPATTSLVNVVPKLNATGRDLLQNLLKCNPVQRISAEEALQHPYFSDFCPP
Target sequence (Q15078 whole entry, looked up): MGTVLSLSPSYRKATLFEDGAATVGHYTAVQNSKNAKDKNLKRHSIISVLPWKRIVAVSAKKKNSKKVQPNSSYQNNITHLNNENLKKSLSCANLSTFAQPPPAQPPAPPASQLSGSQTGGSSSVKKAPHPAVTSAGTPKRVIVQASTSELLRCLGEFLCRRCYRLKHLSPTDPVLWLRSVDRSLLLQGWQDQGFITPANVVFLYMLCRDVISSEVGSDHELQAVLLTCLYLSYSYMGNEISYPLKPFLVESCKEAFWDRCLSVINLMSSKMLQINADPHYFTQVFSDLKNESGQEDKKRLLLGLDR
Numbers without * were called inactive; ? = inconclusive; / = no result given. Hits appear at their usual frequency. About 4.4% of those tested had a hit in this group.

SMILES | Wnt act | MITF TRPM1 HTS | SR-BI DiI inh | HTR5A ag ctr | RTF Ca sens act | SR-BI uptake up | PvdQ inh | Rtt109 HAT inh | dFosB activator | CDK5 p35 inh
O=C(CN(c1ccc(F)cc1)S(=O)(=O)c1ccc2c(c1)OCCO2)Nc1ccc2c(c1)OCO2 | -2 | -1 | / | -2 | -6 | / | -13 | -1 | -4 | -2.1
COc1cccc(C(=O)Nc2cccc(-c3ccc(N4CCOCC4)nn3)c2)c1 | 22 | 137* | 48 | 2 | -6 | -48 | -16 | 6 | -14 | -1.0
COc1ccccc1C(=O)NC(=O)COC(=O)/C(=C/c1ccccc1)NC(C)=O | 0 | -6 | -8 | 5 | 0 | 8 | -3 | -6 | -3 | 2.1
O=C(OCCCc1ccncc1)c1ccc(S(=O)(=O)N2CCOCC2)cc1 | -3 | -3 | 1 | 1 | 3 | -1 | -13 | 7 | -6 | 1.7
O=C(CSc1nnc2c(n1)[nH]c1ccccc12)Nc1ccc(N2CCOCC2)cc1 | 4 | -12 | -13 | 5 | -4 | 13 | 0 | 8 | 7 | 2.0
C/C(CC(=O)NCc1ccco1)=N\NC(=O)c1ccc([N+](=O)[O-])cc1Cl | -5 | -1 | -192 | -2 | 4 | ? | 0 | 5 | -8 | -2.0
O=C(CN1CCN(CCC(=O)Nc2ccccc2F)CC1)Nc1ccc(Cl)cc1 | / | 8 | 0 | 13* | -1 | 0 | -12 | 21 | -4 | 1.3
O=c1c2ccccc2ncn1-c1ccc(Cl)c(Cl)c1 | 5 | 13 | -1 | 2 | -6 | 1 | -11 | -25 | -10 | 1.7
Cc1ccc2nc(-c3ccc(NC(=O)Cc4cccs4)cc3)[nH]c2c1 | 15 | 42 | 28 | -8 | 4 | -28 | 6 | 34 | 11 | 0.6
CC1(C)CC(=O)C2=C(C1)Nc1[nH]n(-c3ccccc3)c(=O)c1C2c1ccc2c(c1)OCO2 (stereo not drawn) | / | / | 3 | 2 | 3 | -3 | -14 | 2 | -8 | -0.7
CCc1cc(C)cc(OCCNC(=O)c2cncc(Br)c2)c1 | 0 | -8 | 37 | 2 | 0 | -37 | -10 | 22 | 7 | 0.9
O=C(Nc1cccnc1)Nc1ccccc1Cl | 8 | / | / | 0 | 3 | / | -16 | -10 | 0 | -0.4
O=C(O)c1ccc(S(=O)(=O)N2CCC(Cc3ccccc3)CC2)cc1 | -3 | 4 | -18 | -1 | -4 | 18 | -2 | 6 | -3 | -0.4
Cc1cccc(NC(=O)CN2C(=O)S/C(=C\c3ccc(-c4cccc(C(=O)O)c4C)o3)C2=O)c1 | 0 | -1 | 15 | / | / | -15 | -5 | -3 | -5 | -0.5
CCOC(=O)C1CCCN(C(=O)CNS(=O)(=O)c2ccc(Br)s2)C1 (stereo not drawn) | -2 | 5 | -30 | 1 | -6 | 30 | 2 | -3 | -12 | -1.5
O=C(CNC(=O)c1ccc2c(c1)OCCO2)N/N=C/c1cccc(Br)c1 | 1 | 1 | -7 | -1 | 1 | 7 | -8 | 2 | -1 | -0.3
CCOC(=O)/C(C#N)=C/c1ccc(N2CCN(C)CC2)cc1 | -9 | 9 | -14 | -1 | 2 | 14 | -3 | 0 | -5 | 0.1
CC(C)(C)N1CC23C=CC(C[C@@H]2C1=O)O3 (stereo partly drawn) | -2 | -2 | -7 | -1 | 5 | 7 | -10 | 3 | 3 | -0.8
Cc1cc(C)nc(SCC(=O)OC(C)C(=O)Nc2ccccc2)n1 (stereo not drawn) | 0 | -1 | -62 | 2 | -3 | 62* | -14 | -4 | -5 | -0.1
O=C(CSc1ccc([N+](=O)[O-])cc1)Nc1cccc(S(=O)(=O)N2CCOCC2)c1 | 25 | 3 | 48 | 7 | -4 | -48 | -9 | 9 | -3 | 1.9
CN(C1CCCCC1)S(=O)(=O)c1ccc(Cl)c(C(=O)O)c1 | 2 | / | -10 | 0 | 6 | 10 | -6 | -1 | -9 | -1.1
CCNS(=O)(=O)c1ccc(CCC(=O)NCc2ccncc2)cc1 | 0 | / | -10 | -1 | 0 | 10 | -2 | 2 | 6 | -0.4
COc1cc(-c2nnn(CC(=O)NC3CCS(=O)(=O)C3)n2)ccc1OCc1ccccc1 (stereo not drawn) | 0 | 33 | 10 | 0 | 5 | -10 | -14 | 10 | 3 | 2.7
C[C@@H]1CN(C2CCN(Cc3nc(CC4CC4)no3)CC2)C[C@H](C)O1 | -1 | 6 | 8 | 1 | 1 | -8 | -4 | 3 | 4 | 2.3
Cc1ccc(S(=O)(=O)NC2CC(C)(C)N(O)C(C)(C)C2)cc1 | 0 | / | -21 | 6 | 1 | 21 | -10 | 0 | -7 | -4.3
COc1cc(NC(=O)CCCSc2nc(-c3ccco3)cc(C(F)(F)F)n2)cc(OC)c1OC | / | 2 | 34 | 8 | -3 | -34 | 6 | 0 | -6 | 0.2
CCn1c(COc2ccc3c(c2)OCO3)nnc1SCC(=O)O | -2 | 5 | 0 | 0 | -7 | 0 | -7 | -2 | -5 | 1.3
N=C1C(c2ccccc2)=C(O)CN1c1ccccc1N1CCOCC1 | -14 | 0 | -13 | -5 | 4 | 13 | -9 | -8 | 1 | 2.7
C=C1C(=O)O[C@@H]2[C@H]1[C@@H](OC(=O)/C(C)=C/C)C/C(C)=C\C(=O)/C=C(\C)[C@@H]2O | -1 | -96 | -13 | 8 | 7 | 13 | -5 | 5 | -18 | 1.2
COc1ccc(N2CCN(C(C)C(=O)N3CC(C)OC(C)C3)CC2)cc1 (stereo not drawn) | -2 | 10 | -20 | 2 | 3 | 20 | 7 | -11 | 5 | 1.2
COc1cccc(N(C(=O)c2cccs2)c2nc3ccccc3s2)c1 | / | 65 | 11 | -7 | -4 | -11 | -9 | -11 | -9 | 0.6
COC(=O)c1sccc1NC(=O)c1cccs1 | -3 | / | 10 | / | / | -10 | 6 | 22 | -7 | -0.4
CCN(CC(=O)NCc1ccc(Cl)cc1)C(=O)/C=C/c1ccc(Cl)c([N+](=O)[O-])c1 | -6 | -8 | 5 | 0 | 1 | -5 | 5 | 4 | -8 | 1.2
CC1CCN(S(=O)(=O)c2ccc([N+](=O)[O-])cc2)CC1 | -1 | -11 | -27 | -1 | -4 | 27 | -13 | 0 | 0 | -0.9
COC(=O)Nc1ccc(S(=O)(=O)N2CCCC(C(=O)NC3CCCCC3)C2)cc1 (stereo not drawn) | -2 | -6 | 19 | 1 | 1 | -19 | 0 | 1 | -2 | 1.4
O=C(O)c1ccc([N+](=O)[O-])cc1-c1cc([N+](=O)[O-])ccc1C(=O)O | -1 | -1 | -1 | -4 | -4 | 1 | 2 | -9 | 5 | -0.4
Cc1ccc2c(CC(=O)NC3CCCc4ccccc43)coc2c1 (stereo not drawn) | / | -8 | 12 | 0 | 0 | -12 | 13 | -8 | -3 | -0.4
CC1CCN(C(=O)CN2C(=O)NC3(CCCCCC3)C2=O)CC1 | 5 | 6 | -3 | 2 | -3 | 3 | -14 | -4 | 1 | -1.2
O=C(CCc1nc(-c2ccccc2Cl)no1)NCCc1ccccc1 | 0 | 5 | -19 | 1 | 2 | 19 | -15 | 3 | -12 | -0.7
COC(=O)c1cc(Cl)c(N)cc1OC | / | -1 | / | 0 | 1 | / | -10 | 4 | -2 | -1.2

Ordered by value in Rtt109 HAT inh (rising): some entries from above.
Compound,Wnt act,MITF TRPM1 HTS,SR-BI DiI inh,RTF Ca sens act,SR-BI uptake up,PvdQ inh,Rtt109 HAT inh,dFosB activator,CDK5 p35 inh
Cc1ccc2c(CC(=O)NC3CCCc4ccccc43)coc2c1 (stereo not drawn),/,-8,12,0,-12,13,-8,-3,-0.4
CC1CCN(C(=O)CN2C(=O)NC3(CCCCCC3)C2=O)CC1,5,6,-3,-3,3,-14,-4,1,-1.2
COC(=O)c1cc(Cl)c(N)cc1OC,/,-1,/,1,/,-10,4,-2,-1.2

(more compounds)
SMILES | Wnt act | MITF TRPM1 HTS | SR-BI DiI inh | HTR5A ag ctr | RTF Ca sens act | SR-BI uptake up | PvdQ inh | Rtt109 HAT inh | dFosB activator | CDK5 p35 inh
CC1CCCCC1NC(=O)CN1C(=O)CSc2cc(S(=O)(=O)N3CCCCCC3)ccc21 (stereo not drawn) | -1 | 0 | 9 | 0 | -6 | -9 | 7 | 17 | 1 | -0.4
CC(C)c1nc2cc(C(=O)N(C)C3CCOCC3)ccc2o1 | 3 | 13 | -14 | 1 | -4 | 14 | -13 | -7 | -4 | -3.4
COc1ccc(-n2c(SC(C)C(=O)Nc3ccc(NC(C)=O)cc3)nc3ccccc3c2=O)cc1OC (stereo not drawn) | -1 | -6 | -8 | 6 | -3 | 8 | -1 | 3 | -5 | 1.1
Cc1sc2cc(-c3cccc([N+](=O)[O-])c3)c(-c3cccc([N+](=O)[O-])c3)c[n+]2c1C | -8 | -2 | 5 | 6 | -7 | -5 | -3 | -5 | -7 | -2.2
Cc1cc(C)n(-c2nc3c(c(=O)[nH]c(=O)n3C)n2CC(O)COc2ccccc2)n1 (stereo not drawn) | / | -2 | 8 | 4 | -28 | -8 | -18 | -7 | -7 | 0.7
CCOC(=O)c1ccccc1NC(=O)c1cccc2c1C(=O)N(C1CCN(C(=O)OCC)CC1)C2 | 0 | / | 44 | 2 | 8 | -44 | -12 | -10 | -10 | -1.5
Cc1ccc(S(=O)(=O)N(C)C)cc1NC(=S)NC(C)CCCC(C)C (stereo not drawn) | / | 10 | -18 | -3 | -3 | 18 | 5 | -1 | -13 | 0.1
O=C(c1cc(-c2ccccc2)nn1-c1ccccc1)N1CCN(S(=O)(=O)c2c(F)cccc2F)CC1 | -4 | -13 | -5 | 3 | -3 | 5 | 20 | -13 | -2 | 0.7
COCC(CN1CCN(C2=NS(=O)(=O)c3ccccc32)CC1)OC(=O)c1ccccc1 (stereo not drawn) | -2 | 12 | / | -1 | -7 | / | -10 | -4 | -10 | -3.8
O=C(NNS(=O)(=O)c1ccccc1)C1CCCCC1 | 1 | -9 | / | 5 | 2 | / | 4 | -1 | 4 | 0.2
CSc1nc2[nH]c3c(c2c2nnnn12)CCCC3 | / | -5 | -7 | 4 | -3 | 7 | 19 | 2 | -3 | -0.6
C=C1CCC(OC(C)=O)C2(C)CCC3C(C)C(=O)OC3C12O (stereo not drawn) | 0 | 7 | -8 | -1 | -1 | 8 | -6 | 8 | 0 | 0.9
O=C1c2ccccc2C(=O)c2c1oc(C(F)(F)F)c2C(=O)c1ccccc1 | / | -102 | -13 | 10 | -6 | 13 | -16 | -2 | -7 | 1.5
N#Cc1cc2ccccc2n2nnnc12 | -1 | -4 | / | 6 | -2 | / | -18 | -2 | -2 | -0.1
CC1CCCN(S(=O)(=O)c2csc(C(N)=O)c2)C1 (stereo not drawn) | 0 | 5 | -18 | 2 | -4 | 18 | -10 | -5 | -1 | -0.1
COC(=O)CSc1snnc1-c1ccc(Cl)cc1Cl | / | -2 | -6 | 5 | 1 | 6 | -11 | -6 | -1 | 1.4
